High-throughput results: PubChem, Broad Institute
IDH1 mut inh: IDH1 R132H (human) inhibition. 0.18% of 70,000 active. inhibition, % at 10 µM. O75874. IDH1 R132H reductase, diaphorase/resazurin fluorescence, 60 min. AID 624101; in the data active means inhibition above about 34%;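 further: 0% = DMSO and 100% = no enzyme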
EZH2 inh: blocks human EZH2/PRC2 H3K27 methylation; Q15910; DELFIA TRF, 1 h; inhibition, % at 12.5 µM; 0.35% of 57,000 active; AID 651548;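 active means mean inhibition of replicates at least 50% and every single replicate also reaching 50%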;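 further: dimethyl H3K27 on biotinylated H3 21-44 peptide detected by antibody; plate controls were median neutral control wells for no effect and median positive control wells for full effect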
Target sequence (Q15910 whole entry, looked up): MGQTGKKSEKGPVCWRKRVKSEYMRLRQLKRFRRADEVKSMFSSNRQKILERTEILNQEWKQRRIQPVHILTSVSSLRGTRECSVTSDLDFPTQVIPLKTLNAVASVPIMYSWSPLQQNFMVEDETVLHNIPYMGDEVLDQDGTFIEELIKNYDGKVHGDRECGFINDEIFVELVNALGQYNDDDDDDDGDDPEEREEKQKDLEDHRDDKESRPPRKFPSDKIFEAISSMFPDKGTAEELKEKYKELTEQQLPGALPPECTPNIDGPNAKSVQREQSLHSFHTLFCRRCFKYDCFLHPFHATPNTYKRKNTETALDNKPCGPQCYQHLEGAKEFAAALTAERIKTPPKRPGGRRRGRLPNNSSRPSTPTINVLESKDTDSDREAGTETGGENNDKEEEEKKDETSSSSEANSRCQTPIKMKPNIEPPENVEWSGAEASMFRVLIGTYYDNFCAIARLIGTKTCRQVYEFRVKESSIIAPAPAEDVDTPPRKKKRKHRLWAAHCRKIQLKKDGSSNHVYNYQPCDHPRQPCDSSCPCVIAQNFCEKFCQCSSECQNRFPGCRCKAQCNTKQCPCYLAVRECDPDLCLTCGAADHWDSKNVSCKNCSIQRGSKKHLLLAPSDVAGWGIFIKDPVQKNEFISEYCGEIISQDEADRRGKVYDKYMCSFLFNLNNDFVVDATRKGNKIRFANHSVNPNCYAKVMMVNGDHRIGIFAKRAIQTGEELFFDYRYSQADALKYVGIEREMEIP
* marks the source's active call; other numbers are inactive results; . = no result given. This is a subset; count on the stated rates, not on these rows.

SMILES	IDH1 mut inh	EZH2 inh
C[C@@H]1CN([C@H](C)CO)C(=O)c2cc(NC(=O)c3ccncc3)ccc2O[C@H]1CN(C)Cc1ccccc1	.	-18.2
C[C@@H]1CN([C@@H](C)CO)C(=O)CCCn2nncc2CO[C@H]1CN(C)C(=O)Nc1ccccc1C(F)(F)F	-0.3	12.5
CC(C)(C)C1CCc2c(sc(NC(=O)CSc3nnc(-c4ccccc4)o3)c2C#N)C1 (stereo unspecified)	0.2	46.3
Cc1ccccc1S(=O)(=O)N[C@@H]1CC[C@@H](CCn2cc(Cc3ccccc3)nn2)O[C@@H]1CO	-0.1	6.4
O=C(O)C1=C[C@@H](c2ccc(C(F)(F)F)cc2)C[C@@H](OCc2ccc(CO)cc2)O1	.	-3.3
C[C@H](CO)N1C[C@H](C)[C@@H](CN(C)C(=O)Nc2ccc(F)cc2)Oc2ccc(NS(=O)(=O)c3ccc(Cl)cc3)cc2C1=O	-0.5	13.0
C[C@H]1CN([C@@H](C)CO)C(=O)c2cc(NC(=O)Nc3ccccc3)ccc2O[C@@H]1CN(C)C(=O)Nc1ccccc1	0.8	6.5
COc1ccc(NC(=O)Nc2cccc3c2O[C@@H](CN(C)C)[C@H](C)CN([C@H](C)CO)C3=O)cc1	1.5	12.3
CO[C@H]1CN(C)C(=O)c2cc(NC(=O)c3ccccc3F)ccc2OC[C@H](C)N(CC2CCOCC2)C[C@@H]1C	0.0	2.8
Cc1ccc(S(=O)(=O)N[C@@H](Cc2ccccc2)C(=O)NCCn2cc(-c3ccccc3N)nn2)cc1	.	-12.3
CCCC#Cc1cnc2c(c1)C(=O)N([C@@H](C)CO)C[C@H](C)[C@H](CN(C)S(=O)(=O)c1cn(C)cn1)O2	-1.6	7.2
COc1cc(Cl)c(/C=N\NC(=O)CCCCC(=O)NO)c(Cl)c1OC	.	-9.3
COc1cccc(NC(=O)N(C)C[C@H]2Oc3ncc(C#Cc4cccnc4)cc3C(=O)N([C@@H](C)CO)C[C@@H]2C)c1	-0.2	.
C[C@H]1CN([C@@H](C)CO)S(=O)(=O)c2ccc(C3=CCCCC3)cc2O[C@H]1CN(C)Cc1ccccc1	-0.5	56.2*
Cc1cccc(NC(=O)c2ccccc2OCC(=O)Nc2cccc([N+](=O)[O-])c2)c1C	0.4	-5.7
C[C@@H]1CN([C@H](C)CO)C(=O)Cc2cc(NC(=O)Nc3ccccc3)ccc2O[C@H]1CN(C)S(=O)(=O)c1ccc(Cl)cc1	0.3	-7.4
CO[C@@H]1CN(C)C(=O)c2ccc(NC(=O)c3cnccn3)cc2OC[C@H](C)N(C(=O)C2CC2)C[C@H]1C	0.2	3.1
C[C@@H]1CN([C@@H](C)CO)S(=O)(=O)c2ccc(C#CC3CC3)cc2O[C@@H]1CN(C)C(=O)c1cccc(F)c1	.	-4.3
Cc1ccc(C2C(C(=O)c3cccs3)C(=O)C(=O)N2CCN(C)C)o1 (stereo unspecified)	0.4	-5.2
C[C@H](CO)N1C[C@H](C)[C@@H](CN(C)C(=O)c2ccncc2)OCCCC[C@H](C)Oc2ccc(NC(=O)Cc3ccccc3)cc2C1=O	-0.7	.
O=C(CSc1nc2ccccc2[nH]1)N1c2ccccc2Sc2ccccc21	-0.9	-11.0
CO[C@@H]1CN(C)C(=O)c2ccc(NS(=O)(=O)c3cccc(F)c3)cc2OC[C@H](C)N(Cc2cc(F)ccc2F)C[C@@H]1C	0.2	53.7*
Cc1ccc(S(=O)(=O)N(C)C[C@@H]2Oc3cc(C4=CCCC4)ccc3S(=O)(=O)N([C@H](C)CO)C[C@@H]2C)cc1	-37.1	-8.4
C[C@@H]1CN([C@H](C)CO)C(=O)c2cc(Br)cnc2O[C@@H]1CN(C)Cc1cccc(F)c1	0.0	-2.2
O=C(C[C@@H]1C[C@@H]2c3cc(NC(=O)Nc4ccc(F)cc4)ccc3O[C@@H]2[C@@H](CO)O1)NC1CCCCC1	0.1	6.9

(continued)
SMILES	IDH1 mut inh	EZH2 inh
CC(=O)CCC1C2C(O)C(C(C)C)C(OC(=O)/C=C/c3ccccc3)CC12C (stereo unspecified)	0.0	-25.7
C[C@@H]1CCCCO[C@@H](CN(C)Cc2ccncc2)[C@H](C)CN([C@H](C)CO)C(=O)c2cc(NS(=O)(=O)c3ccc(F)cc3)ccc2O1	11.8	.
Cc1ccc(S(=O)(=O)N(C)C[C@@H]2Oc3c(NC(=O)c4nc5ccccc5s4)cccc3C(=O)N([C@@H](C)CO)C[C@H]2C)cc1	0.9	.
COc1ccc(S(=O)(=O)N[C@@H]2CC[C@H](CCNC(=O)Cc3ccccn3)O[C@H]2CO)cc1	0.4	5.2
O=C(O)CCC(NC(=O)c1ccc(I)cc1)C(=O)O (stereo unspecified)	-0.1	-17.0
C[C@@H]1CN([C@@H](C)CO)C(=O)c2cccc(NC(=O)C3CC3)c2O[C@@H]1CN(C)Cc1ccncc1	2.0	11.9
COc1ccc(S(=O)(=O)Nc2ccc3c(c2)CC(=O)N([C@H](C)CO)C[C@@H](C)[C@@H](CN(C)S(=O)(=O)c2ccc(C)cc2)O3)cc1	-0.1	.
CC(C)NC(=O)Nc1ccc2c(c1)CC(=O)N([C@H](C)CO)C[C@H](C)[C@@H](CN(C)Cc1ccc(Cl)c(Cl)c1)O2	-0.4	.
O=C(CC1(O)C(=O)N(Cc2ccc(Cl)c(Cl)c2)c2ccccc21)c1ccc2c(c1)OCCO2 (stereo unspecified)	0.1	7.5
C[C@H](CO)N1C[C@H](C)[C@H](CN(C)Cc2ccncc2)OCCCC[C@H](C)Oc2ccc(NC(=O)NC3CCCCC3)cc2C1=O	.	2.2
O=C(C[C@H]1C[C@@H]2c3cc(NC(=O)Nc4ccccc4F)ccc3O[C@@H]2[C@@H](CO)O1)NCc1ccc(Oc2ccccc2)cc1	-0.4	-8.9
COC(=O)C[C@@H]1CC[C@H](NS(=O)(=O)c2ccccc2F)[C@@H](CO)O1	-0.3	1.7
COC(=O)c1c(NC(=S)NCc2cc(C)n(C)n2)sc2c1CCCCCC2	0.7	15.4
O=C(Nc1cccc(Cl)c1)N[C@@H]1CC[C@@H](CCNC(=O)C2CCCC2)O[C@@H]1CO	-0.2	-18.8
O=C(Cn1c(=O)oc2ccccc21)Nc1ccc(C(=O)O)cc1	-0.3	-2.2
C[C@H]1CN([C@@H](C)CO)C(=O)c2cccc(NC(=O)C3CCOCC3)c2O[C@@H]1CN(C)C(=O)Nc1ccc2c(c1)OCO2	-0.9	0.0
CO[C@H]1CN(C)C(=O)c2ccc(NS(C)(=O)=O)cc2OC[C@@H](C)N(CC2CC2)C[C@H]1C	0.0	-6.9
C[C@@H]1CCCCO[C@@H](CN(C)Cc2ccc(C(=O)O)cc2)[C@H](C)CN([C@@H](C)CO)C(=O)c2cc(NC(=O)CCCN(C)C)ccc2O1	3.4	.
O=C(C[C@H]1C[C@@H]2c3cc(NC(=O)NC4CCCC4)ccc3O[C@@H]2[C@@H](CO)O1)NCc1ccc(-c2ccccc2)cc1	0.2	2.9
C[C@@H]1CN([C@@H](C)CO)C(=O)c2cc(NS(=O)(=O)c3ccc(F)cc3)ccc2O[C@@H](C)CCCCO[C@H]1CN(C)S(=O)(=O)c1ccc(F)cc1	-3.3	.
C[C@H](CO)N1C[C@H](C)[C@@H](CN(C)Cc2ccc(Oc3ccccc3)cc2)Oc2ccc(NS(=O)(=O)c3cccs3)cc2CC1=O	0.2	.
C[C@H]1CN([C@@H](C)CO)S(=O)(=O)c2ccc(-c3ccc(F)cc3)cc2O[C@@H]1CN(C)C(=O)C1CC1	2.0	-6.4
O=C(C[C@@H]1CC[C@@H](NC(=O)c2cccc(F)c2)[C@H](CO)O1)NCc1ccccc1	-0.3	5.7
C[C@@H]1CN([C@H](C)CO)C(=O)c2cccc(NS(=O)(=O)c3cccs3)c2O[C@H]1CN(C)C	3.9	.
CC(=O)N(C)C[C@H]1Oc2ncc(C#CCc3ccccc3)cc2C(=O)N([C@H](C)CO)C[C@@H]1C	1.0	-3.1

Further structures follow.
SMILES	IDH1 mut inh	EZH2 inh
C[C@H](CO)N1C[C@H](C)[C@@H](CN(C)Cc2ccc(C(=O)O)cc2)Oc2c(NC(=O)Nc3ccc(C(F)(F)F)cc3)cccc2C1=O	1.6	.
CO[C@H]1CN(C)C(=O)c2ccc(NC(=O)C3CCC3)cc2OC[C@@H](C)N(CC2CCCCC2)C[C@H]1C	0.0	-2.1
O=C(C[C@@H]1C=C[C@H](NC(=O)c2ccc(F)cc2)[C@H](CO)O1)NCCc1ccccc1	-0.2	5.4
C[C@@H]1CN([C@H](C)CO)C(=O)c2cc(C#CC3CC3)cnc2O[C@@H]1CN(C)C(=O)C1CCCCC1	2.1	0.3
C[C@H]1CN([C@@H](C)CO)C(=O)Cc2cc(NS(C)(=O)=O)ccc2O[C@@H]1CN(C)Cc1ccc(C(=O)Nc2ccccc2N)cc1	.	-47.0
CC(C)NC(=O)N(C)C[C@@H]1OCCCC[C@@H](C)Oc2ccc(NC(=O)Nc3cccc4ccccc34)cc2C(=O)N([C@@H](C)CO)C[C@H]1C	1.2	.
COc1ccc(S(=O)(=O)N(C)C[C@@H]2Oc3ccc(NC(=O)C4CCCCC4)cc3CC(=O)N([C@@H](C)CO)C[C@H]2C)cc1	0.4	-18.9
CCCNC(=O)C[C@@H]1C[C@H]2c3cc(NC(=O)Nc4ccc(OC)cc4)ccc3O[C@H]2[C@H](CO)O1	0.2	-2.8
CCCNC(=O)Nc1ccc2c(c1)C(=O)N(C)C[C@@H](OC)[C@H](C)CN(Cc1ccccc1)[C@H](C)CO2	0.3	1.2
C[C@@H]1CN([C@H](C)CO)S(=O)(=O)c2ccc(C#CC3CC3)cc2O[C@H]1CN(C)C(=O)c1ccncc1	-0.3	-2.6
C[C@@H]1CN([C@H](C)CO)C(=O)c2cc(NC(=O)CCCCCC(=O)Nc3ccccc3N)ccc2O[C@H]1CN(C)C	-0.1	-5.7
Cc1noc(C)c1S(=O)(=O)Nc1ccc2c(c1)C(=O)N([C@H](C)CO)C[C@H](C)[C@@H](CN(C)S(=O)(=O)c1cccs1)OCCCC[C@H](C)O2	0.3	.
COc1ccc(OC(C)C(=O)Nc2cc(C)c(Cl)cc2OC)cc1 (stereo unspecified)	0.2	10.8
C/C=C/c1cnc2c(c1)C(=O)N([C@@H](C)CO)C[C@H](C)[C@@H](CN(C)C(=O)c1cnccn1)O2	-0.1	-1.0
Cc1ccc(-c2nnc(SCC(=O)Nc3ccccc3Cl)n2C)c(Cl)c1	-0.2	-4.2
COCCNC(=O)C[C@@H]1C[C@H]2c3cc(NC(=O)Nc4ccc(C(F)(F)F)cc4)ccc3O[C@H]2[C@H](CO)O1	-0.1	-2.3
C[C@@H]1CN([C@H](C)CO)S(=O)(=O)c2ccc(C#CC3CC3)cc2O[C@@H]1CN(C)Cc1ccccn1	2.1	-3.9
CO[C@@H]1CN(C)C(=O)c2ccc(NC(=O)Nc3ccccc3F)cc2OC[C@H](C)NC[C@@H]1C	-0.3	2.8
O=C(Nc1cc(F)ccc1F)N[C@@H]1C=C[C@H](CC(=O)N2CCc3ccccc3C2)O[C@@H]1CO	0.8	3.2
Cn1c(COc2ccccc2)nnc1SCc1nc2ccccc2c(=O)[nH]1	0.2	-1.5
CC(C)NC(=O)Nc1ccc2c(c1)CC(=O)N([C@H](C)CO)C[C@H](C)[C@H](CN(C)S(=O)(=O)c1cn(C)cn1)O2	0.7	.
COc1ccc(C#Cc2cnc3c(c2)C(=O)N([C@H](C)CO)C[C@H](C)[C@H](CN(C)S(=O)(=O)c2ccccc2)O3)cc1OC	-0.4	.
CC(C)NC(=O)Nc1ccc2c(c1)C(=O)N([C@@H](C)CO)C[C@H](C)[C@@H](CN(C)Cc1ccccc1)OCCCC[C@@H](C)O2	0.6	14.7
CNC[C@@H]1Oc2ccc(NS(=O)(=O)c3ccc(C)cc3)cc2CC(=O)N([C@H](C)CO)C[C@H]1C	0.3	2.5
CCCC#Cc1ccc2c(c1)O[C@@H](CN(C)C(=O)c1ccccn1)[C@H](C)CN([C@H](C)CO)S2(=O)=O	0.1	3.6
C[C@@H]1CN([C@@H](C)CO)C(=O)c2cc(NS(=O)(=O)c3cn(C)cn3)ccc2O[C@@H](C)CCCCO[C@@H]1CN(C)C(=O)CCCN(C)C	-0.8	.
C[C@H]1CN([C@@H](C)CO)C(=O)c2cc(-c3ccc(F)cc3)cnc2O[C@H]1CN(C)C(=O)Cc1ccccn1	-5.2	-4.6
Cc1ccc(S(=O)(=O)Nc2ccc3c(c2)C(=O)N([C@H](C)CO)C[C@@H](C)[C@H](CN(C)S(=O)(=O)c2ccc(F)cc2)OCCCC[C@@H](C)O3)cc1	1.1	.
Cc1ccc(NC(=O)c2cccc(NC(=O)CCC(=O)O)c2)cc1C	0.4	5.5

Reformatted: 7 of the compounds above.
mol,IDH1 mut inh,EZH2 inh
C/C=C/c1cnc2c(c1)C(=O)N([C@@H](C)CO)C[C@H](C)[C@@H](CN(C)C(=O)c1cnccn1)O2,-0.1,-1.0
Cc1ccc(-c2nnc(SCC(=O)Nc3ccccc3Cl)n2C)c(Cl)c1,-0.2,-4.2
COCCNC(=O)C[C@@H]1C[C@H]2c3cc(NC(=O)Nc4ccc(C(F)(F)F)cc4)ccc3O[C@H]2[C@H](CO)O1,-0.1,-2.3
C[C@@H]1CN([C@H](C)CO)S(=O)(=O)c2ccc(C#CC3CC3)cc2O[C@@H]1CN(C)Cc1ccccn1,2.1,-3.9
CO[C@@H]1CN(C)C(=O)c2ccc(NC(=O)Nc3ccccc3F)cc2OC[C@H](C)NC[C@@H]1C,-0.3,2.8
O=C(Nc1cc(F)ccc1F)N[C@@H]1C=C[C@H](CC(=O)N2CCc3ccccc3C2)O[C@@H]1CO,0.8,3.2
Cn1c(COc2ccccc2)nnc1SCc1nc2ccccc2c(=O)[nH]1,0.2,-1.5

Two neighbouring compounds out of the list so far:
SMILES	IDH1 mut inh	EZH2 inh
Cc1ccc(S(=O)(=O)Nc2ccc3c(c2)C(=O)N([C@H](C)CO)C[C@@H](C)[C@H](CN(C)S(=O)(=O)c2ccc(F)cc2)OCCCC[C@@H](C)O3)cc1	1.1	.
Cc1ccc(NC(=O)c2cccc(NC(=O)CCC(=O)O)c2)cc1C	0.4	5.5
